Screens from PubChem.
Giardia FBPA inh: qHTS Assay for Inhibitors of Fructose-1,6-bisphosphate Aldolase from Giardia Lamblia | A8B2U2 | purified Giardia FBPA | Potency, µM (doses to about 59.6 µM), without a hit: at the top dose activity, negative = inhibition, usual class: inhibitors | 290,000 compounds, 0.71% hits | AID 2451, 2010; note: potency is the fitted concentration of half-maximal effect; nearly all actives have a fitted effect of over 55% in size
Target sequence (A8B2U2 whole entry, looked up): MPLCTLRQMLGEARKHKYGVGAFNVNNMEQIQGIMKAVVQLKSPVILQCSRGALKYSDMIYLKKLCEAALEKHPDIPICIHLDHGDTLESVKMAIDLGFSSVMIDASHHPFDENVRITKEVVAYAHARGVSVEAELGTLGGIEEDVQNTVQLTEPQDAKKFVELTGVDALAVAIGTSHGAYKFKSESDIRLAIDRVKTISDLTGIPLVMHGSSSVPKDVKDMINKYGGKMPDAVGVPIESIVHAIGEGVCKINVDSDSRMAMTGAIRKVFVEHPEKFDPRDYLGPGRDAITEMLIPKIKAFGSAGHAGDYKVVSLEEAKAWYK
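Giardia FBPA (40 nM reagent) was preincubated 10 min at RT with compound (up to 57.5 uM final), then substrate plus GAPDH/TPI/NAD/arsenate coupling system with diaphorase/resazurin was added; resorufin fluorescence (525/598 nm) was read after 20 min.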
AmpC inh no detg: qHTS Inhibitors of AmpC Beta-Lactamase (assay without detergent); 330,000 compounds, 0.52% hits; Potency, µM (top dose mostly 57.1 µM), without a hit: at the top dose activity change, negative = inhibition, usual class: inhibitors; AmpC nitrocefin hydrolysis, absorbance 480 nm, 0.0001% Triton; P00811; AID 485341, 2010;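 note: potency is the fitted concentration of half-maximal effect; plate controls were no compound for no effect and no enzyme for full effect; nearly all actives have a fitted effect of over 20% in size; some results filed as inactive show a strong effect at the top dose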
Target sequence (P00811 whole entry, looked up): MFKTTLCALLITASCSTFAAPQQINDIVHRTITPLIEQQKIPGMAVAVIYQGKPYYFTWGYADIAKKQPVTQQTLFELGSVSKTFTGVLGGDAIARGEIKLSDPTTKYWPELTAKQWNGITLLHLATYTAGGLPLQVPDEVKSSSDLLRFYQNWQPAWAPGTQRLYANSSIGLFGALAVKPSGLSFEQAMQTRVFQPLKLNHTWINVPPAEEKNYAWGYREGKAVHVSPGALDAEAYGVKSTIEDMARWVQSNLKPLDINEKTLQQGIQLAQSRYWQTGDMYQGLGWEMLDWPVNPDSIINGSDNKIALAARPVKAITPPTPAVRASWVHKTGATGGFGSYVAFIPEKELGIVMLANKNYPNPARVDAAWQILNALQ
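20 mM phosphate pH 7.0 + 0.01% (detergent screen) or 0.0001% Triton X-100; 5.3 nM AmpC reagent; cpd preinc 15 min RT; nitrocefin (800 uM stock) to start; A480 q20 s × 4 min; Activity was normalised to no-enzyme and no-compound control wells.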
AmpC inh detg: qHTS Inhibitors of AmpC Beta-Lactamase (assay with detergent). AID 485294, 2010. 370,000 compounds, 0.041% hits. AmpC hydrolysis of nitrocefin, absorbance 480 nm, 0.01% Triton. P00811. Potency, µM (doses to about 114 µM), inactives show at the top dose activity change, negative = inhibition, actives largely listed as inhibitors;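 note: potency is the fitted concentration of half-maximal effect; 0% = no-compound wells and -100% = no-enzyme wells; nearly all actives have a fitted effect of over 25% in size; some results filed as inactive show a strong effect at the top dose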
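AmpC (5.3 nM in the dispensed reagent) in 20 mM phosphate pH 7.0 with 0.01% (detergent screen) or 0.0001% Triton X-100 was preincubated with compounds for 15 min at room temperature. Nitrocefin was then added from an 800 uM solution, and hydrolysis was followed at 480 nm.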
Sm TGR block: qHTS Assay for the Inhibitors of Schistosoma Mansoni Peroxiredoxins; 360,000 compounds, 3% hits; purified TGR, DTNB reduction, TNB absorbance 405 nm; AID 485364, 2010; Potency, µM (series often up to 114 µM), for the others: at the top dose activity change, negative = inhibition, actives largely listed as inhibitors; note: potency is the fitted concentration of half-maximal effect; nearly all actives have a fitted effect of over 60% in size
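Kinetic colorimetric format: TGR-catalysed, NADPH-driven DTNB reduction monitored via TNB absorbance. Enzyme dispensed at 20 nM; compound exposure 15 min at room temperature before reaction start.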
HCMV antiviral: qHTS Assay for inhibitors of the human cytomegalovirus (HCMV); HFF cells, HCMV-luciferase reporter, 72 h; hits give low values; activity change, negative = inhibition, % at 57.5 µM; 410,000 compounds, 4.5% hits; in the data active = activity change below about -60%; inconclusive = no clear call, values can overlap the other calls; inactive = above about -39%
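Cell-based, HFFs, 1000 cells/well, 16 h 37C; cpds in DMSO + HCMV-luc, MOI 1 PFU/cell; 72 h 37C; OneGlo luminescence after 5 min RT; norm. to buffer vs Salinomycin 10uM.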
AMA1 RON2 block: qHTS for Inhibitors of AMA1-RON; Towards Development of Antimalarial Drug Lead: Primary Screen. Potency, µM (top dose mostly 58.2 µM), without a hit: at the highest dose activity change, negative = inhibition, actives largely listed as inhibitors. 360,000 compounds, 0.2% hits. AID 720542, 2013. Plasmodium falciparum AMA1 (3D7) - RON2 peptide interaction. AlphaScreen AMA1-biotinylated RON2 peptide binding;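 note: potency is the fitted concentration of half-maximal effect; 0% = vehicle wells and -100% = peptide control; nearly all actives have a fitted effect of over 45% in size; some results filed as inactive show a strong effect at the top dose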
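AMA1 (3D7) with his tag at 25 nM final met compounds first, then biotinylated RON2 peptide at 25 nM; detection used donor plus acceptor beads, 10 µg/mL apiece, read by AlphaScreen after 30 min at room temperature.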
Active calls of the source: *; ? = inconclusive; · = not tested or not shown; & = joins results of further samples; ! = a repeat was not active; [ ] = remark or other dose. Unless noted, calls come from the whole dose curve; as a rule, active = well fitted curve in the direction sought with a large enough effect; inconclusive = small, poorly fitted or top-dose-only effect, or another doubt; inactive = no such curve, though single readings can be large; an effect the other way counts as inactive or inconclusive. Unless noted, % is set by controls: 0 for no effect and ±100 for the full control effect.

Results follow in this order: Giardia FBPA inh	AmpC inh no detg	AmpC inh detg	Sm TGR block	HCMV antiviral	AMA1 RON2 block
> COc1ccc(C(=O)N2CCCC(c3nc(-c4ccc(OC)c(OC)c4)no3)C2)c(OC)c1 (centres undefined)
 : -0.4%	118.3%[activator]	-13.9%	-15.9%	25.5	-22.5%
> O=C(CCNS(=O)(=O)c1ccc2c(c1)CCN2C(=O)C1CC1)Nc1ccc(F)cc1F
 : ·	·	-0.5%	-34.9%	-9.9	·
> COC(=O)NNC(=O)COc1ccc(Br)c(C)c1
 : 5.3%	-10.6%	0.5%	-4.8%	-11.2	1.3%
> Cc1ccc(-c2cc(C(=O)Nc3ccc(SC(F)F)cc3)no2)cc1F
 : ·	·	-3.3%	-17.8%	-9.4	·
> O=C(NC(=S)NCCc1ccccc1)c1ccccc1
 : 7.3%	-23.1%	?	17.8µM*	62.0	10.6%
> O=C(CC(c1cccs1)N1Cc2ccccc2C1=O)Nc1ccc(F)c(Cl)c1 (centres undefined)
 : ·	·	-1.2%	-15.0%	-23.6	·
> COc1cc(N/N=C/c2ccc(N(C)C)cc2)ncn1
 : -0.7%	-8.2%	-2.9%	1.2%[57.1 µM]	70.5	-10.2%
> CN(C)CCNC(=O)c1[nH]nc2c1CCc1ccccc1-2
 : -3.6%	-8.2%	1.9%	-0.4%	91.7	22.8%
> O=C(CN1C(=O)NC(c2ccccc2)(c2ccccc2)C1=O)Nc1ccc(N2CCOCC2)cc1
 : ·	45.9%	·	·	17.1	-19.8%
> CCN(CC)CCn1c2c(c(SCC(=O)Nc3ccc(C)c(F)c3)nc1=O)CCCC2
 : ·	18.1%	?	4.0%	-9.0	-7.5%
> CC(=O)C1=C(O)C(=O)N(c2ccc(O)cc2)C1c1ccccc1[N+](=O)[O-] (centres undefined)
 : -5.5%	-6.1%	0.7%	-6.0%	32.1	12.4%
> O=C(NCC1CCCO1)c1ccc(NS(=O)(=O)c2cccs2)cc1 (centres undefined)
 : -7.6%	-15.4%	6.3%	-4.6%	0.0	-7.3%
> Cc1cc(C)c(NC(=O)c2cc(CN3CCOCC3)on2)c(C)c1
 : ·	·	-2.8%	-1.3%	-4.9	·
> COc1cc(CNc2ccc(CNc3ncn[nH]3)cc2)ccc1OCC(=O)NC(C)(C)C
 : 10.1%	-21.0%	-14.3%	1.8%	31.3	-4.1%
> CCn1c(/C=C2\C(=O)Nc3ccccc32)nc2ccccc2c1=O
 : -0.4%	2.3%	-4.2%	6.3%	-33.5	?
> Cc1ccc(NC(=O)COC(=O)COc2cccc3c2OC(C)(C)C3)cc1S(=O)(=O)N1CCOCC1
 : ·	152.4%[activator]	?	-4.3%	15.7	2.2%
> CCOc1ccc(CNC(=O)CSc2c3c(nc4ccc(Cl)cc24)CCCC3)cc1
 : ·	·	3.0%	5.2%	33.2	·
> CCCC(C)C(=O)NCc1ccc2c(c1)OCO2 (centres undefined)
 : 2.7%	-7.9%	0.4%	7.1%	?	0.8%
> COc1ccccc1NC(=O)c1ccccc1-c1nc(-c2ccccc2OC)no1
 : 4.5%	40.6%	-0.1%	-8.8%	64.2	-4.2%
> Cn1c(CCC(=O)O)nc2cc(S(=O)(=O)N3CCCCC3)ccc21
 : ·	-10.7%	4.4%	4.6%	29.0	-6.2%
> O=C(c1cccs1)N(c1ccc(Cl)cc1)C1C=CS(=O)(=O)C1 (centres undefined)
 : -0.1%	-9.9%	3.0%	2.3%	-20.4	8.3%
> Cn1ncc2c(NCc3ccccc3)ncnc21
 : 1.9%&-12.4%	-17.1%&4.1%	-13.4%&3.1%	82.4%[activator][11.4 µM]	-13.7	-5.3%
> FC(F)(F)c1cnc2c(c1)Nc1ccccc1S2
 : 1.1%	-19.5%	?	1.9%	?	-3.5%
> COc1cccc(NC(=O)CN(C)C(=O)c2csc3c2CCCC3)c1
 : ·	-12.5%	4.4%	0.4%	-22.2	-9.4%
> COC(=O)c1ccccc1Oc1ccc(NC(=O)c2ccco2)cc1
 : 1.8%	-33.6%	0.1%	-11.7%	-29.9	15.1%
> COC(=O)c1ccc(COc2ccc(-c3nn[nH]n3)cc2)cc1
 : 17.1%	-14.4%	2.2%	8.5%	-107.4*	-3.4%
> Cc1ccc(N/N=C2\CS(=O)(=O)N(C)c3ccsc32)cc1
 : 10.8%	14.7%	-1.4%	-25.2%	183.2	?
> CC(O)c1cccc(NC(=O)CCCc2ccccc2)c1 (centres undefined)
 : 0.3%	0.1%	4.7%	13.7%	42.4	-16.0%
> CCOc1ccccc1CNC(=O)CCc1cn(CC)c2ccccc12
 : 5.0%	16.8%	-2.2%	3.1%	-23.0	-9.0%
> COc1ccc(OC)c(-n2c(-c3cccc(S(=O)(=O)N(C)C)c3)n[nH]c2=S)c1
 : -10.5%	-15.7%	-1.3%	6.3%	5.0	5.4%

(more compounds)
compound	Giardia FBPA inh	AmpC inh no detg	AmpC inh detg	Sm TGR block	HCMV antiviral	AMA1 RON2 block
O=C(Cn1c(=O)n(-c2ccccc2)c(=O)c2c3c(sc21)CCCC3)Nc1cccc(F)c1	·	·	19.4%	-0.5%	-1.8	·
O=C1NC(=O)C(CC(=O)N(Cc2ccco2)C2(C(=O)NC3CCCCC3)CCCCC2)N1 (centres undefined)	8.1%	-6.4%	-5.0%	-7.5%	1.4	13.8%
Cc1cccc(Cn2c(SCCO)nc3c2c(=O)n(C)c(=O)n3C)c1	-12.7%	8.0%	-7.1%	5.1%	-27.7	0.0%
CCN(CC)S(=O)(=O)c1ccc(Cl)c(C(=O)Oc2cccnc2)c1	7.5%	-5.0%	-2.2%	-30.4%	-21.9	-2.5%
COc1ccc(C2CC(c3ccc(OC)cc3)n3nc(NC(=O)c4ccco4)nc3N2)cc1 (centres undefined)	7.5%	0.4%	0.5%	2.4%	-33.1	44.1%[activator]
CC(C)(C)C1CCC(C(=O)NNC(=O)c2ccncc2)CC1 (centres undefined)	·	-14.3%	-9.7%	3.5%	-13.2	100.7%[activator]
CC(C)OCCCNC(=O)CCN1C(=O)COc2ccccc21	7.0%	-0.7%	-14.1%	6.8%	-25.5	0.0%
CCN(C(=O)CSc1nc2ccccc2c(=O)n1Cc1ccc(C)cc1)C1CCS(=O)(=O)C1 (centres undefined)	·	?	?	0.6%	-28.9	4.4%
CCOc1ccc(NC(=O)c2ccc3snnc3c2)cc1	-0.4%	-40.8%	0.8%&-8.7%	-6.7%&-13.0%	14.2&5.9	-3.9%
O=C(NCC(c1cccnc1)N1CCN(c2ccc(F)cc2)CC1)c1ccc2c(c1)OCO2 (centres undefined)	6.4%	25.8%	-2.3%	-13.0%	-17.6	-6.3%
O=C(C1CC1)N1CCN=C1SCc1ccc(Cl)cc1	13.4%	1.6%	-3.0%	0.0%	-30.5	-7.6%
CCCCn1cnc2c(oc3ccccc32)c1=O	9.9%	-16.6%	?	23.7%	1.7	-1.0%

Given as labelled records: part of the list above.
O=C(Cn1c(=O)n(-c2ccccc2)c(=O)c2c3c(sc21)CCCC3)Nc1cccc(F)c1
  Giardia FBPA inh: ·	AmpC inh no detg: ·	AmpC inh detg: 19.4%	Sm TGR block: -0.5%	HCMV antiviral: -1.8	AMA1 RON2 block: ·
CC(C)(C)C1CCC(C(=O)NNC(=O)c2ccncc2)CC1 (centres undefined)
  Giardia FBPA inh: ·	AmpC inh no detg: -14.3%	AmpC inh detg: -9.7%	Sm TGR block: 3.5%	HCMV antiviral: -13.2	AMA1 RON2 block: 100.7%[activator]
CCN(C(=O)CSc1nc2ccccc2c(=O)n1Cc1ccc(C)cc1)C1CCS(=O)(=O)C1 (centres undefined)
  Giardia FBPA inh: ·	AmpC inh no detg: ?	AmpC inh detg: ?	Sm TGR block: 0.6%	HCMV antiviral: -28.9	AMA1 RON2 block: 4.4%

Next section:
compound	Giardia FBPA inh	AmpC inh no detg	AmpC inh detg	Sm TGR block	HCMV antiviral	AMA1 RON2 block
COc1ccc(OC)c(NS(=O)(=O)c2ccc3[nH]c4c(c3c2)CCCCC4)c1	·	·	1.8%	-1.6%	-13.6	·
Cc1cc(C)n2nc(SCC(=O)Nc3ccccc3)nc2n1	-2.6%	-11.5%	-9.3%&30.6%	1.8%	-63.3*!	8.9%
CCCCNS(=O)(=O)c1ccc(OC)c(Cl)c1Cl	9.2%	-26.2%	0.0%	-27.2%	8.7	14.5%
CCOC(=O)c1c(NC(=O)c2cc(-c3ccc(OC)c(OC)c3)on2)sc2c1CCCC2	·	·	13.1%	9.2%	13.5	·
CCNc1nc(N2CCCC2)nc(N2CCCC2)n1	3.3%	17.8%	4.0%	·	-31.5	6.9%
Cn1nc(CC(=O)NC2CCCCCCCCCCC2)c2ccccc2c1=O	2.8%	-2.2%	2.6%	9.4%	?	12.9%
CCN1C(=O)C(F)(CC)C(=O)c2ccccc21 (centres undefined)	-4.0%	-11.1%	0.1%	-3.7%	-14.3	1.8%
CNc1oc(-c2ccccc2Cl)nc1C#N	-0.4%	-7.5%	-6.2%	0.0%	32.4	-19.0%
Cc1nnc(N/N=C/c2cccc(C(F)(F)F)c2)n1N	?	7.4%	6.8%	-16.8%	-40.0	99.9%[activator]
COCc1cc(C)nc(Nc2ccc(C)c(C)c2)c1C#N	2.5%	-0.7%	2.9%	2.4%	27.4	5.7%
CCOC(=O)c1c(Nc2ccc(F)cc2)nnc(-c2ccccc2)c1-c1ccccc1	·	·	11.3%	4.3%	-12.3	·
CCOc1cc(CNC(=O)c2ccc3c(c2)N(C)C(=O)C2CCCCN32)cc(OCC)c1OCC (centres undefined)	·	·	21.8%	4.8%	-2.4	·
C/C(Cl)=C/Cn1c(SCC(C)C)nc2c1c(=O)[nH]c(=O)n2C	4.3%	-15.7%	-3.0%	0.0%	-16.7	13.2%
COc1ccnc(NCc2cccc(C(F)(F)F)c2)c1C#N	3.8%	-14.4%	-7.8%	14.8%	40.6	5.7%
CCCCCC#CCC#CCC#CCC#CCCCC(=O)O	-16.5%&4.4%	36.4%	-8.4%	20µM*	·	·
Cc1nnc(N2C(=O)c3oc4ccccc4c(=O)c3C2c2ccc(C(C)(C)C)cc2)s1 (centres undefined)	·	·	-2.0%	4.4%	3.1	·
O=C(NCC1CC1)[C@]1(C(F)(F)F)C[C@H](CCC2CCCCC2)CCCO1	-0.1%	·	·	·	-4.6	-1.1%
CCOC(=O)C(NCCCCl)c1ccccc1 (centres undefined)	-11.6%	-11.2%	-0.4%	15.8%	14.7	7.0%
